# Screening results (PubChem)
# Giardia FBPA inh = qHTS Assay for Inhibitors of Fructose-1,6-bisphosphate Aldolase from Giardia Lamblia; A8B2U2; purified Giardia FBPA; Potency, µM (doses to about 59.6 µM), without a hit: at the highest dose activity, negative = inhibition, actives largely listed as inhibitors; hit rate 0.71% among 290,000; also: potency is read from the fitted curve at half-maximal effect; nearly all actives have a fitted effect of over 55% in size
# Target sequence (A8B2U2 whole entry, looked up): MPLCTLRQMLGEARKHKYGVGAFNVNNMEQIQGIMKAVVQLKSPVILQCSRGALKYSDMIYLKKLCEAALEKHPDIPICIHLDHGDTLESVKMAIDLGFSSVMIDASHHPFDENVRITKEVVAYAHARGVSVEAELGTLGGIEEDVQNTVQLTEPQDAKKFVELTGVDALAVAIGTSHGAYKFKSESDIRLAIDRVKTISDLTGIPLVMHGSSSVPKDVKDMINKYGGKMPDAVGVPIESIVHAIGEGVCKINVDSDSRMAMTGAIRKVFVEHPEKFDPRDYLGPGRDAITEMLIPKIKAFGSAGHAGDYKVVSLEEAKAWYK
#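 40 nM FBPA preincubated 10 min at RT with compound (up to 57.5 uM final), then substrate plus GAPDH/TPI/NAD/arsenate coupling and diaphorase/resazurin added. Fluorescence read after 20 min at RT, 525/598 nm.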
# HCV inhibitor = qHTS Assay for Inhibitors of Hepatitis C Virus (HCV). hit rate 3.4% among 340,000. Huh7.5.1 HCVcc-Cre infection, luciferase reporter, 44 h. Potency, µM (highest dose often 41.8 µM), without a hit: at the top dose activity change, negative = inhibition, usual class: inhibitors; also: potency is read from the fitted curve at half-maximal effect
#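 Infectious HCVcc-Cre (~0.5 moi) was added to cells just after compound, with cells seeded 4 h earlier at 1,000 per well. Luciferase activity after 44 h culture reported infection; substrate was incubated 15 min at room temperature before reading.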
# HCMV inh = qHTS Assay for inhibitors of the human cytomegalovirus (HCMV); AID 1259415, 2018; activity change, negative = inhibition, % at 57.5 µM; HFF cells, HCMV-luciferase reporter, 72 h; stronger effect = lower value; hit rate 4.5% among 410,000; in the data active = activity change below about -60%; inconclusive = no clear call, values can overlap the other calls; inactive = above about -39%
#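 Screen run at 2 compound doses on HFFs infected with reporter HCMV, MOI 1 PFU/cell. Luciferase activity from cell lysates at 72 h post infection gave inhibition relative to buffer-only and Salinomycin wells.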
# AMA1-RON2 inh = qHTS for Inhibitors of AMA1-RON; Towards Development of Antimalarial Drug Lead: Primary Screen; Plasmodium falciparum AMA1 (3D7) - RON2 peptide interaction; AlphaScreen AMA1-biotinylated RON2 peptide binding; Potency, µM (highest dose often 58.2 µM), inactives show at the top dose activity change, negative = inhibition, actives largely listed as inhibitors; hit rate 0.2% among 360,000;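 also: potency is read from the fitted curve at half-maximal effect; 0% = vehicle wells and -100% = peptide control; nearly all actives have a fitted effect of over 45% in size; some results filed as inactive show a strong effect at the top dose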
#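 AMA1 (3D7) with his tag at 25 nM final met compounds first, then biotinylated RON2 peptide at 25 nM; detection used donor plus acceptor beads, 10 µg/mL apiece, read by AlphaScreen after 30 min at room temperature.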
# AmpC detergent = qHTS Inhibitors of AmpC Beta-Lactamase (assay with detergent) | hit rate 0.041% among 370,000 | Potency, µM (titrated, usually from 114 µM), for the others: top-dose activity change, negative = inhibition, usual class: inhibitors | AmpC hydrolysis of nitrocefin, absorbance 480 nm, 0.01% Triton;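 also: potency is read from the fitted curve at half-maximal effect; 0% = no-compound wells and -100% = no-enzyme wells; nearly all actives have a fitted effect of over 25% in size; some results filed as inactive show a strong effect at the top dose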
# Target sequence (P00811 whole entry, looked up): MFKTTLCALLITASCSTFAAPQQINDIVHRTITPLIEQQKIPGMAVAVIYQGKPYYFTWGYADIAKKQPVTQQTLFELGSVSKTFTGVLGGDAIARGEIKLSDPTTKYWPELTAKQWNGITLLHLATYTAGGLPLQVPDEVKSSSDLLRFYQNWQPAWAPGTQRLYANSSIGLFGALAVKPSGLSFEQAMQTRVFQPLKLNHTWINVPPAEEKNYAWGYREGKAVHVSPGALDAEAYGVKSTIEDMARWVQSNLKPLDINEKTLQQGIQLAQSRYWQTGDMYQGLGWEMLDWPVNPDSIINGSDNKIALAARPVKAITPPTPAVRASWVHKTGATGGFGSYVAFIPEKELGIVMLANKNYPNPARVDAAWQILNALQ
#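 AmpC (5.3 nM in the dispensed reagent) in 20 mM phosphate pH 7.0 with 0.01% (detergent screen) or 0.0001% Triton X-100 was preincubated with compounds for 15 min at room temperature. Nitrocefin was then added from an 800 uM solution, and hydrolysis was followed at 480 nm.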
# Sm TGR inh = qHTS Assay for the Inhibitors of Schistosoma Mansoni Peroxiredoxins. purified TGR, DTNB reduction, TNB absorbance 405 nm. Schistosoma mansoni thioredoxin glutathione reductase (TGR), Q962Y6. hit rate 3% among 360,000. AID 485364, 2010. Potency, µM (highest dose often 114 µM), inactives show at the top dose activity change, negative = inhibition, most hits filed as inhibitors; also: potency is read from the fitted curve at half-maximal effect; nearly all actives have a fitted effect of over 60% in size
#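 Kinetic colorimetric format: TGR-catalysed, NADPH-driven DTNB reduction monitored via TNB absorbance. Enzyme dispensed at 20 nM; compound exposure 15 min at room temperature before reaction start.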
# The depositor's hits bear a star; ? = inconclusive; · = not tested or not shown; & = joins results of further samples; [ ] = another dose, or the depositor's remark. Unless noted, calls follow the shape of the dose curve; as a rule, active = well fitted curve in the direction sought with a large enough effect; inconclusive = small, poorly fitted or top-dose-only effect, or another doubt; inactive = no such curve, though single readings can be large; an effect the other way counts as inactive or inconclusive. Unless noted, % is scaled to controls: 0 for no effect and ±100 for the full control effect.
# Screens in order – Giardia FBPA inh	HCV inhibitor	HCMV inh	AMA1-RON2 inh	AmpC detergent	Sm TGR inh
> CC1CC2OC(=O)C3(C)CCCC(C)(C23)C1(O)CCc1ccoc1 (configuration not stated)
 : 6%	10%	-4	2%	?	0%
> COc1cc(NC(=O)CN2CCN(CC(=O)Nc3ccc(F)cc3)CC2)cc(OC)c1
 : ·	·	-23	·	-7%	-13%
> Cc1ccccc1C(=O)Nc1nnc(-c2cccnc2)o1
 : 16µM*	-9%	-35	46%[activator]	6%	8%
> COCCn1c(SCC(=O)NC2CCCCC2C)nc2ccccc2c1=O (configuration not stated)
 : 11%	11%	-16	6%	6%	4%
> CC(C)CC1NC(=O)N(CC(=O)N2c3ccccc3NC(=O)C2(C)C)C1=O (configuration not stated)
 : 2%	-1%	-30	12%	3%	-5%
> C/C(=N\Nc1ccc([N+](=O)[O-])cc1)c1cccc(N)c1
 : ?	-18%	99	-5%	?	16%
> O=C(CN1CCCC1)NCC(=O)Nc1ccc(F)cc1
 : 6%	12%	-33	-2%	6%	-6%
> CCCc1ccc(OCc2ccc(C(=O)N/N=C/c3cccnc3)o2)cc1
 : ·	-18%	74	-7%	-11%	-3%
> CCOc1ccc2ccc(OCC)c(/C=N/n3cnnc3)c2c1
 : 2%	?	57	-5%	-8%	5%
> N#Cc1c(NC(=O)CSc2ncc(-c3ccccc3)n2CC2CCCO2)sc2c1CCCC2 (configuration not stated)
 : -1%	11µM*	-62*	?	-9%	3%
> O=C(COc1ccccc1)N(Cc1cccnc1)c1nc2ccc(Cl)cc2s1
 : ·	·	29	·	0%	5%
> Cc1cccc(NC(=O)c2ccccc2NC(=O)c2ccco2)c1
 : ·	?	-10	-18%	0%	-28%
> CC(C)CCn1c(Sc2nc3ccccc3o2)nc2c1c(=O)[nH]c(=O)n2C
 : -20%	?	-78*	10%	-2%	1%
> CCCN1CN=C(NS(=O)(=O)c2ccc(C)cc2)NC1
 : 2%	13%	63	8%	6%	5%
> O=C(CN1C2CCCC1CC(NC(=O)C1CCCCC1)C2)NCc1ccc(F)cc1 (configuration not stated)
 : 2%	?	-24	-2%	?	0%
> CCN(CC)CCCN1CC(=O)N2[C@@H](Cc3c([nH]c4ccccc34)C2(C)C)C1=O
 : 12%	2%	-33	-7%	1%	0%
> O=C(C(Cc1ccccc1)n1cccc1)N1CCN(c2ncccn2)CC1 (configuration not stated)
 : 0%	6%	2	12%	?	-7%
> O=C(NC(Cc1c[nH]c2ccccc12)C(=O)N/N=C/c1ccc(Br)cc1)c1cccs1 (configuration not stated)
 : -8%	?	-38	2%	-7%	-11%
> Cc1ccc(C)c2nc3sc(C(=O)N4CCOCC4)c(N)c3cc12
 : 3%	?	-39	1%	-10%	-7%
> O=C(N/N=C/c1ccc(N2CCOCC2)cc1)c1ccccn1
 : -10%	-1%	88	105%[activator]	6%	-7%
> Cc1cccc(CC(C)NC(=O)CCc2nnc(CCCCc3ccccc3)o2)n1 (configuration not stated)
 : 3%	3%	4	-8%	2%	7%[57.1 µM]
> Cc1c(Cl)cccc1NC(=O)Cn1c(-c2ccc(F)cc2)noc1=O
 : -4%	-14%	6	8%	9%	1%
> Fc1ccc(CNc2nc(-c3ccco3)cc(C(F)(F)F)n2)cc1
 : -2%	?	-16	39%[activator]	-3%	25µM*
> Cn1c(CCC(=O)OCC(=O)NCc2ccccc2Cl)nc(=O)c2ccccc21
 : ?	4%	15	33%[activator]	?	-9%
> CCC(=O)Nc1cccc(-c2nnc(-c3cccc(NC(=O)CC)c3)o2)c1
 : 6%	?	28	-5%	1%	0%
> c1ccc2c(NC3=NCCS3)cccc2c1
 : -18%	-7%	18	3%	?	-17%
> CCn1cc(/C=C(\NC(=O)c2ccccc2F)C(=O)N2CCCC2)c2ccccc21
 : 7%	?	·	-5%	-10%	-3%
> CN(Cc1cccc(Cl)c1Cl)C(=O)c1ccccc1SCC(=O)N1CCCC1
 : ·	22µM*	-5	-10%	·	·
> CC1C(=O)C(C)C(c2ccccc2F)NC1c1ccccc1F (configuration not stated)
 : ?	15%	?	-2%	-9%	3%
> Cc1c(C(=O)N(C)c2ccccc2)sc2nc(-c3ccc(F)cc3)cn12
 : ·	·	-26	·	17%	4%
> Cc1ccc(C23CC4CC(CC(C(=O)NC(C)C)(C4)C2)C3)cc1
 : 4%	-19%	13	-2%	-17%	2%
> O=C(NCCNC(=O)c1ccc(Cl)cc1Cl)c1ccco1
 : 4%	17%	5	0%	-10%	-9%
> COC(=O)c1ccc(NC(=O)c2cc(S(=O)(=O)N3CCOCC3)cn2C)cc1
 : ·	·	-27	·	19%	3%
> CC1CCCC(NC(=O)CCC(=O)N2CCOc3ccccc32)C1C (configuration not stated)
 : ·	18%	-37	9%	-13%	-4%
> COc1ccc2c(c1OC)C(=O)OC2Nc1ncc(Br)cc1Br (configuration not stated)
 : -7%	18%	-10	-5%	3%	-18%
> COC(=O)[C@@H]1C[C@@]2(O)[C@H](O)[C@H](O)[C@H](O)C[C@H]2N1Cc1ccc(C(C)(C)C)cc1
 : 3%&2%	5%	2	1%	-3%	4%
> Cc1ccc(NC(=O)C(C)OC(=O)CSc2ccccc2)cc1 (configuration not stated)
 : ·	9%	-29	-20%	·	·
> CC1=CC(=NOC(=O)/C=C/c2ccccc2)C=C(C)C1=O
 : ?	?	-31	?	2%	-26%
> CCOC(=O)C1=C(C)N=c2s/c(=C/c3cccc([N+](=O)[O-])c3O)c(=O)n2C1c1ccccc1 (configuration not stated)
 : -22%	13%	-35	-20%	0%	-32%
> COc1ccc(S(=O)(=O)NCC(=O)NCc2cc(=O)n(C)c(=O)n2C)cc1C
 : 6%	-2%	13	-11%	?	-5%
> Cc1ccn2cc(C(=O)Nc3cccc(C(=O)NC4CC4)c3)nc2c1
 : ·	?	-13	29%	-1%	-1%
> CCn1c(SCCOc2ccc(Cl)cc2)nnc1-c1cccs1
 : -2%	-19%	-13	3%	?	-4%
> CSc1cccc(NC(=O)c2ccc3c(c2)CCCN3S(C)(=O)=O)c1
 : ·	·	?	·	17%	0%
> CCN(CCCNC(=O)COc1cc(=O)n(C)c2ccccc12)c1cccc(C)c1
 : -13%	-29%	164	-11%	-10%	4%
> O=C(NCc1ccccc1C(F)(F)F)C1CC(c2ccccc2[N+](=O)[O-])=NO1 (configuration not stated)
 : 5%	-19%	24	-9%	-3%	4%
> CC(=O)COC(=O)C1=NN(c2ccccc2)C(=O)CC1
 : ?	33%[activator]	12	9%	?	3%
> COCCN(Cc1ccc(F)cc1)C(=O)c1cc2ccccc2oc1=O
 : 17%	11%	3	-3%	?	-6%
> O=C(CSc1nnc(CNC(=O)c2cccs2)o1)Nc1ccccc1C(F)(F)F
 : ·	17%	-24	-6%	-11%	-4%
> COc1ccc(/C=C/C(=O)N2CCN(C)CC2)cc1OC
 : -3%	7%	11	10%	?	6%
> FC(F)(F)c1cccc(NC(=S)Nc2cccc(NC(=S)Nc3cccc(C(F)(F)F)c3)n2)c1
 : -4%	10µM*	?	77%[activator]	-1%	-18%
> CCCNC(=O)c1cc2nc(-c3ccccc3)cc(C(F)(F)F)n2n1
 : -5%	?	?	38%[activator]	1%	2%
> CCC(=O)NC(=S)Nc1cccc(NC(=O)c2ccc(Cl)cc2Cl)c1
 : 4%	?	?	5%	-8%	-39%
> CCOC(=O)C1(Cc2cccc(OC)c2)CCN(C/C=C/c2ccc(OC)cc2)CC1
 : -7%	8.9µM*	?	?	7%	1%
> CCCCn1nc(C(=O)NNC(=O)c2ccncc2)c2ccccc2c1=O
 : ·	6%	·	33%[activator]	3%	8%
> NS(=O)(=O)c1ccc(CCNc2nc3c(-c4cccc(F)c4)nnn3c3ccc(Cl)cc23)cc1
 : ·	·	-102*	·	10%	2%
> CCS(=O)(=O)N1CCC(C(=O)NCc2cccs2)CC1
 : 6%	?	-1	18%	0%	-1%
> Cc1ccccc1N1CCN(Cc2ccc3c(c2)OCO3)CC1
 : ?	-13%	-11	?	-11%	0%
> O=C(O)C1C2C=CC3(O2)C1C(=O)N1c2ccccc2COC13 (configuration not stated)
 : 8%	?	27	-2%	-3%	-3%
> CN1CCC(C(=O)C(=O)O)C1=O (configuration not stated)
 : ·	20%	18	-13%	·	·
> Cc1ccc(S(=O)(=O)N(C)C)cc1NC(=O)CSc1nnc(C2CC2)n1C1CC1
 : ·	?	4	3%	7%	-6%

# Following part
# Screens in order – Giardia FBPA inh	HCV inhibitor	HCMV inh	AMA1-RON2 inh	AmpC detergent	Sm TGR inh
> CC(=O)N(Cc1ccco1)C1(C(=O)NC2CCCCC2)CCCCC1
 : 6%	1%	14	-10%	0%	-9%
> COC(=O)C1=C(c2c(C)noc2C)C[C@@H]2CC[C@H]1N2C(=O)N1CCc2cc(OC)c(OC)cc2C1
 : ·	21%	·	-1%	4%	-28%
> CSc1nccc(N/N=C/c2ccccc2)n1
 : -1%	-6%	?	-3%	-1%	0%
> NS(=O)(=O)c1ccc(NC(=O)CN2CCCCC2)cc1
 : 21%	9%	-21	-3%	-8%	0%
> Cc1sc2ncnc(SCC(=O)Nc3ccc(CN4CCCC4)cc3)c2c1C
 : ·	?	?	-19%	-5%	-1%
> CC(C)N1C(=O)N(c2cccc(Cl)c2)C(C)(O)CC1(C)C (configuration not stated)
 : 5%	-2%	-20	-4%	1%	-15%
> COCCNC(=O)CCC1CCN(Cc2cccc(Oc3ccccc3)c2)CC1
 : -1%	-3%	-30	-8%	-1%	0%
> COc1cc(C)ccc1OCCSc1nc2ccc(NC(=O)c3ccccc3F)cc2s1
 : ·	·	-3	·	5%	5%
> O=C(NCCc1ccccc1)c1ccc2c(c1)N(Cc1c(F)cccc1Cl)C(=O)CS2
 : ·	·	-12	·	-5%	-1%
> O=C(Nc1nc(-c2ccc(F)c(F)c2)cs1)c1cc([N+](=O)[O-])ccc1N1CCOCC1
 : 1%	?	7	0%	-9%	1%
> O=S(=O)(O)c1cc(O)c2cc(Nc3ccccc3)ccc2c1
 : ·	17%	-25	-20%	·	·
> C/C(CC(=O)Nc1ccc(Cl)cc1Cl)=N\NC(=O)c1cnccn1
 : -28%	8%	69	53%[activator]	1%	-24%
> O=C(NCCCN1CCCC1=O)c1ccccc1NS(=O)(=O)c1ccc(F)cc1
 : 1%	13%	16	-5%	-1%	-5%
> Cc1cc([N+](=O)[O-])cc2c1NCC1CC=CC21 (configuration not stated)
 : -16%	?	?	-15%	-12%	0%
> COc1ccc(C(=O)N2CCN(C(=O)C3CCCO3)CC2)cc1[N+](=O)[O-] (configuration not stated)
 : ·	7%	-10	9%	·	·
> COc1ccc(NS(=O)(=O)c2cccc(C(=O)NCC3(N4CCCCC4)CCCCC3)c2)cc1
 : ·	9%	-7	4%	0%	0%
> COc1ccc(C(=O)C2CCCN(C(=O)/C=C/c3ccccn3)C2)c(C)c1 (configuration not stated)
 : 7%	-7%	-17	3%	-1%	-19%
